Source: PubChem BioAssay
Growth percent in the NCI-60 one-dose screen (48 h, 10 µM unless noted): 100 = growth as untreated, 0 = no growth, -100 = all killed.
SNB-75 – SNB-75 CNS cancer. hit rate 5% among 79,000
SNB-19 – SNB-19 CNS cancer cells. hit rate 2.5% among 81,000
SF-268 – SF-268 CNS cancer cells. AID 1794759. hit rate 3.1% among 82,000
ACHN – ACHN renal cancer. hit rate 4.9% among 81,000. AID 1794771
CAKI-1 – CAKI-1 renal cancer; hit rate 4.7% among 75,000; AID 1794772
SF-539 – SF-539 CNS cancer. hit rate 6.8% among 81,000
RXF 393 – RXF 393 renal cancer cells; AID 1794773; hit rate 6.9% among 77,000
A498 – A498 renal cancer cells; hit rate 5.4% among 76,000
* = called active by the depositor; · = not tested or not shown; & = joins results of further samples; [ ] = dose if it differs, or a comment. The calls were made as follows: active = growth percent below 10; inactive = the rest.

SMILES	SNB-75	SNB-19	SF-268	ACHN	CAKI-1	SF-539	RXF 393	A498
O=C1Nc2ccccc2N2C1=NNC(=S)N2c1ccccc1	88	94	86	96	96	94	116	·
CCOC(=O)CC1C(CNC(=O)NC)OC(n2cnc3c(NC(=O)Nc4ccccc4)ncnc32)C1O[Si](C)(C)C(C)(C)C (centres undefined)	63	94	59	69	82	53	-45*	71
O=c1oc2ccccc2cc1-c1cnc2ccc(Cl)cc2n1	102	102	100	99	101	104	·	108
c1ncc2[nH]cnc2n1	·	102	104	95	95	98	112	79
O=S(=O)(Nc1ccsc1-c1nc(-c2ccccc2)no1)c1ccccc1	78	102	96	101	89	95	91	102
N#Cc1c(-c2ccc(Cl)cc2)nc(NCCO)[nH]c1=O	81	102	90	101	94	96	116	125
Cl.Fc1c[c-]c(-c2ccccn2)c(F)c1.[Pt].c1ccc([PH+](CC[PH+](c2ccccc2)c2ccccc2)c2ccccc2)cc1	-94*	-76*	-58*	-98*	-84*	-95*	-84*	·
C=C1C(=O)OC2CC1C(OC(C)=O)C/C(C)=C/CC/C(C)=C\CCC2(C)O (centres undefined)	20	52	27	-5.8*	16	11	13	87
CCn1c(SCC(=O)Nc2cccc(C(=O)/C=C/c3ccc(C)cc3)c2)nc2ccccc2c1=O	93	81	87	92	80	86	·	94
Nc1c(C(=O)Nc2cccc3cnccc23)sc2nc3c(cc12)CN(Cc1ccccc1)CC3	96	100	103	100	90	107	103	·
CC(=O)Nc1cccc(Oc2nc(NS(=O)(=O)c3ccccc3)nc(-c3ccc(C)cc3)c2C#N)c1	100	95	109	108	95	103	132	97
COC(=O)[C@]12CC[C@@H](C)[C@H](C)[C@@H]1C1=CC[C@@H]3[C@@]4(C)C[C@@H](O)[C@H](O)[C@@]5(C)COC(=C45)C[C@@]3(C)[C@]1(C)CC2	72	99	97	89	92	91	100	·
O=S(=O)(NCCCNc1nccc(-c2c(-c3cccc(F)c3)nc3sccn23)n1)c1ccc(C(F)(F)F)cc1	86	96	76	88	68	110	95	·
CC(=O)Nc1nnc(SCc2ccccc2)s1	98	90	103	102	105	98	97	83
CCCN(CCC)C(=O)C(c1ccccc1)C1(O)CCCCC1 (centres undefined)	94	98	101	108	96	96	105	96
O=C1C(c2c[nH]c3ccccc23)=C(c2coc3cc(Br)ccc23)C(=O)N1O	65	103	99	110	100	106	105	54
CN(C)c1ccc(C=Nc2ccccc2)cc1	84	111	·	95	102	95	112	73
COc1ccc(C2=C/C(=C\c3ccc(Cl)cc3)C(=O)N2/N=C/c2ccc(Cl)cc2)cc1	105	97	93	98	91	101	99	103
c1ccc(-c2cn3c(-c4c[nH]c5ccccc45)csc3n2)cc1	81	60	80	92	78	82	83	79
S=c1nc[nH]c2ccccc12	69	96	92	99	76	93	102	110
COc1ccc(/C=N/C2=C(C#N)C(c3ccco3)c3ccc4ccccc4c3O2)cc1 (centres undefined)	68	101	93	95	79	95	107	·
COc1ccc(C2CC(c3ccccc3)=NN2Cn2nnc3ccccc32)cc1 (centres undefined)	90	93	103	103	85	96	83	71
O=C(Nc1cc(Cl)ccc1Cl)P(=O)(O)c1ccccc1	82	114	99	104	94	94	106	·
O=C(Nc1ccccc1)c1cc([N+](=O)[O-])ccc1O	93	100	98	109	103	98	101	96
COc1cc(C2C(C(=O)c3ccccc3)=C(C)Nc3nc4ccccc4n32)cc(OC)c1OC (centres undefined)	90	76	104	92	74	82	76	149
COc1ccccc1NC(=O)C1CCC(=O)N1c1ccc(F)cc1 (centres undefined)	80	96	104	100	90	96	109	93
Cc1nc2sc(-c3nc4ccccc4[nH]3)c(N)c2c(C)c1Br	80	108	96	92	86	108	115	117
CCCCCCCCCCCCCCCC(=O)OCCCCCCCCCCCCC	108	110	109	102	102	105	106	·
COc1cc(CN(C)C(=O)C(=O)c2c[nH]c3ccccc23)ccc1O	79	100	100	102	93	105	107	116
CCOC(=O)C(Cc1ccc(C)cc1)(NC(C)=O)C(=O)OCC	102	88	103	100	·	102	114	114
Nc1nc(-c2cc(Cl)cc(Cl)c2)cc(-c2cc3ccccc3oc2=O)n1	67	101	91	99	76	107	111	·
C#Cc1cccc(NC(=O)c2cccc(NC(=O)C=C)c2)c1	42[8.25 µM]	75[8.25 µM]	63[8.25 µM]	47[8.25 µM]	54[8.25 µM]	77[8.25 µM]	67[8.25 µM]	24[8.25 µM]
CC1CCc2c(sc3nc(SCC(=O)NN)n(-c4ccccc4)c(=O)c23)C1 (centres undefined)	·	95	99	97	96	89	84	98
Clc1ccccc1CN1CCCC1	88	99	98	102	96	102	111	91
NC(=S)NN=C1CCCCCCCCCC1	75	100	94	91	92	94	107	·
CN1CCN(Cc2ccc(NC(=O)c3[nH]ncc3Nc3ccnc4ccnn34)cc2)CC1	63	·	64	66	75	41	52	74
COc1ccccc1/C=C1\SC(=S)NC1=O	81&90	109&98	105&101	91&105	99&93	105&111	119&114	77&91
Nc1ccc2c(c1)NC(=O)CN2	92	105	94	106	·	101	119	92
COc1ccc2cc(C(C)C(=O)Nc3ccc(C(=O)Nc4ccc(S(=O)(=O)Nc5ncccn5)cc4)cc3)ccc2c1 (centres undefined)	88	97	96	108	88	103	126	103
O=C(Nc1ncccc1OCc1cccc(F)c1)Nc1cccc2ccccc12	82	89	92	107	94	109	103	89
COc1ccc(C/C(C)=C(/c2ccc(OCCN3CCCCCC3)cc2)c2ccc(OC(=O)NCc3ccccc3)cc2)cc1	91	87	88	101	93	97	84	97
NC(=O)COc1nc(-c2ccco2)cc(-c2ccc(Cl)cc2Cl)n1	79	109	109	100	89	101	110	76
O=C(O)COc1ccc2ccccc2c1	96	99	104	104	100	104	120	67
CCCCCCC(C)c1ccccc1OS(=O)(=O)c1ccc(Cl)c(Cl)c1 (centres undefined)	86	100	99	93	81	96	112	103
CC/C(=C(/c1ccc(Cl)cc1)c1ccc(OCCN)cc1)c1ccccc1	110	100	103	96	75	99	93	93
COc1cnc2c(c1)C(=O)c1c-2n(CCCn2ccnc2)c(=O)c2cc(F)ccc12	4.3*	17	3.7*	-73*	·	-61*	-56*	-84*
CCOC(=O)C1CC(=O)C(C(=O)OCC)CC1=O (centres undefined)	97&102	109&105	101&104	104&96	87&102	103&95	107&101	93&103
Cc1ccc(/C=C2\CNC/C(=C\c3ccc(C)cc3)C2=O)cc1	29	-53*	-8.6*	-82*	-44*	-65*	-57*	·
COc1ccc(Cc2nn(Cc3nnc(Nc4ccccc4)s3)c(=O)c3c(C)noc23)cc1	57	87	84	97	79	87	63	76
CCC(=O)c1ccc(Cl)s1	91	102	95	107	102	114	115	98
Further structures
SMILES	SNB-75	SNB-19	SF-268	ACHN	CAKI-1	SF-539	RXF 393	A498
CC(C)(C)C1CCC(O)(Cc2ccccc2)CC1 (centres undefined)	93	100	105	·	93	118	100	105
COc1ccc2nc(-c3ccc(Cl)cc3)cc(-c3nnc(SCC(=O)Nc4ccc(C(C)=O)cc4)o3)c2c1	43	56	85	76	·	86	76	74
Nc1nc(Cl)c2ncn(Cc3ccc4c(c3)OCO4)c2n1	136	64	62	44	44	58	73	64
Cc1ccc(Nc2c(O)nc[nH]c2=O)cc1C	102&93	102&98	112&111	106&112	107&119	92&99	111&110	122&100
COc1cc(C2C(C(=O)OCc3ccccc3)=C(C)NC(C)=C2C(=O)OCc2ccccc2)cc(OC)c1OC	46	42	38	16	26	41	-19*	37
COc1ccc(-c2nnc(-c3c(-c4ccc(F)cc4)nc4ccccn34)o2)cc1OC	82	106	·	105	89	97	120	105
COC(=O)C1CCc2c(ccc3c2CCCC3)C1=O (centres undefined)	112	96	105	107	104	107	108	·
COc1ccc2[nH]c(C(=O)O)cc2c1	108	96	101	98	93	106	108	110
CC(=O)c1ccc(C)c(N)c1	98	99	100	101	93	101	111	95
CC1(N=Cc2cc(Cl)ccc2O)COP(=O)(Nc2ccccc2)OC1 (centres undefined)	98	104	83	118	89	106	108	103

In the list so far, two have a tert-butyl group:
SMILES	SNB-75	SNB-19	SF-268	ACHN	CAKI-1	SF-539	RXF 393	A498
CCOC(=O)CC1C(CNC(=O)NC)OC(n2cnc3c(NC(=O)Nc4ccccc4)ncnc32)C1O[Si](C)(C)C(C)(C)C (centres undefined)	63	94	59	69	82	53	-45*	71
CC(C)(C)C1CCC(O)(Cc2ccccc2)CC1 (centres undefined)	93	100	105	·	93	118	100	105

Later entries:
SMILES	SNB-75	SNB-19	SF-268	ACHN	CAKI-1	SF-539	RXF 393	A498
CCCCCCCCOC(=O)c1ccccn1	84	105	98	103	111	97	116	104
Nc1nc(N)c(C=O)c(=O)[nH]1	71	101	103	101	105	112	124	100
COc1ccc(Cn2cc3c(c2-c2ccccc2)CCc2c(CN4CCOCC4)noc2-3)cc1	100	95	101	104	98	98	·	94
CCCC(C)(O)C(C)CC (centres undefined)	97	111	115	106	105	113	111	110
C=CCn1c(C)nc2ccc(Nc3nc(-c4ccccc4)nc4ccccc34)cc21	88	98	105	95	80	97	113	60
O=S(=O)(NCCNc1nccc(-n2cnc3ccccc32)n1)c1ccc(C(F)(F)F)cc1	47	70	59	61	43	65	38	57
CC(=O)Nc1ccccc1F	88	110	115	107	92	107	122	102
COc1ccc(/C=C2\N=C3SCN(c4ccc(C#N)cc4)CN3C2=O)cc1	76	99	106	95	90	109	107	100
COc1ccc(NC(=O)N=Nc2c(O)[nH]c3ccccc23)cc1	89	85	97	88	89	91	95	108
CCOC(=O)C1=C(C(=O)c2ccc(C)cc2)C(c2ccc(Cl)cc2Cl)C(C(=O)c2ccc(C)cc2)=C(C(=O)OCC)N1	95	·	104	93	86	94	108	129
CCCCNC(=O)NS(=O)(=O)c1ccc(N2N=C(c3ccc(C)cc3C)CC2c2ccc(C)cc2)cc1 (centres undefined)	79	91	89	88	84	97	82	82
Cc1cccc2c1C[C@@]1(C2=O)C(c2ccccc2)=NOS1=O (some centres undefined)	86	99	88	98	86	106	103	85
O=[N+]([O-])c1ccc(N/N=C(/C(=N/Nc2ccc([N+](=O)[O-])cc2)c2ccccc2)c2ccccc2)cc1	90	93	104	-1.6*	54	94	63	101
N=c1c2cc(-c3ccccc3)oc2ncn1/N=C/c1ccc(Cl)cc1	89	86	76	34	98	83	·	100
CC1(C)N=C(N)N=C(N)N1c1cccc(OCCOc2cccc([N+](=O)[O-])c2)c1	52	54	23	90	90	26	73	91
CC(C)Cc1ccc(C(C)C(=O)NCCc2c[nH]c3ccccc23)cc1 (centres undefined)	102	99	90	98	96	99	108	·
Nc1nc2[nH]ncc2c(=O)[nH]1	90	91	85	102	73	91	95	112
COc1ccc2c(c1)CCCC21C(=O)Nc2ccc(C(F)(F)F)cc21 (centres undefined)	103	113	87	108	97	115	112	114

21 compounds from above, sorted by SMILES length, ascending.
SMILES	SNB-75	SNB-19	SF-268	ACHN	CAKI-1	SF-539	RXF 393	A498
CCCC(C)(O)C(C)CC (centres undefined)	97	111	115	106	105	113	111	110
CC(=O)c1ccc(C)c(N)c1	98	99	100	101	93	101	111	95
CCCCCCCCOC(=O)c1ccccn1	84	105	98	103	111	97	116	104
Nc1nc(N)c(C=O)c(=O)[nH]1	71	101	103	101	105	112	124	100
COc1ccc2[nH]c(C(=O)O)cc2c1	108	96	101	98	93	106	108	110
COC(=O)C1CCc2c(ccc3c2CCCC3)C1=O (centres undefined)	112	96	105	107	104	107	108	·
COc1ccc(NC(=O)N=Nc2c(O)[nH]c3ccccc23)cc1	89	85	97	88	89	91	95	108
Cc1cccc2c1C[C@@]1(C2=O)C(c2ccccc2)=NOS1=O (some centres undefined)	86	99	88	98	86	106	103	85
CC1(N=Cc2cc(Cl)ccc2O)COP(=O)(Nc2ccccc2)OC1 (centres undefined)	98	104	83	118	89	106	108	103
N=c1c2cc(-c3ccccc3)oc2ncn1/N=C/c1ccc(Cl)cc1	89	86	76	34	98	83	·	100
CC(C)Cc1ccc(C(C)C(=O)NCCc2c[nH]c3ccccc23)cc1 (centres undefined)	102	99	90	98	96	99	108	·
COc1ccc(/C=C2\N=C3SCN(c4ccc(C#N)cc4)CN3C2=O)cc1	76	99	106	95	90	109	107	100
C=CCn1c(C)nc2ccc(Nc3nc(-c4ccccc4)nc4ccccc34)cc21	88	98	105	95	80	97	113	60
COc1ccc(-c2nnc(-c3c(-c4ccc(F)cc4)nc4ccccn34)o2)cc1OC	82	106	·	105	89	97	120	105
COc1ccc(Cn2cc3c(c2-c2ccccc2)CCc2c(CN4CCOCC4)noc2-3)cc1	100	95	101	104	98	98	·	94
O=S(=O)(NCCNc1nccc(-n2cnc3ccccc32)n1)c1ccc(C(F)(F)F)cc1	47	70	59	61	43	65	38	57
CC1(C)N=C(N)N=C(N)N1c1cccc(OCCOc2cccc([N+](=O)[O-])c2)c1	52	54	23	90	90	26	73	91
CCCCNC(=O)NS(=O)(=O)c1ccc(N2N=C(c3ccc(C)cc3C)CC2c2ccc(C)cc2)cc1 (centres undefined)	79	91	89	88	84	97	82	82
COc1cc(C2C(C(=O)OCc3ccccc3)=C(C)NC(C)=C2C(=O)OCc2ccccc2)cc(OC)c1OC	46	42	38	16	26	41	-19*	37
O=[N+]([O-])c1ccc(N/N=C(/C(=N/Nc2ccc([N+](=O)[O-])cc2)c2ccccc2)c2ccccc2)cc1	90	93	104	-1.6*	54	94	63	101
CCOC(=O)C1=C(C(=O)c2ccc(C)cc2)C(c2ccc(Cl)cc2Cl)C(C(=O)c2ccc(C)cc2)=C(C(=O)OCC)N1	95	·	104	93	86	94	108	129
